Source: PubChem (NCI)
Growth percent in the NCI-60 one-dose screen (48 h, 10 µM unless noted): 100 = growth as untreated, 0 = no growth, -100 = all killed.
NCI-H226 – NCI-H226 lung cancer; AID 1794732; hit rate 3.5% among 79,000
CAKI-1 – CAKI-1 renal cancer; hit rate 4.7% among 75,000; AID 1794772
NCI-H460 – NCI-H460 lung cancer. AID 1794736. hit rate 6.8% among 82,000
NCI/ADR-RES – NCI/ADR-RES ovarian cells; hit rate 4.4% among 81,000; AID 1794790
NCI-H522 – NCI-H522 lung cancer; hit rate 8% among 78,000; AID 1794739
A498 – A498 renal cancer cells; hit rate 5.4% among 76,000; AID 1794774
ACHN – ACHN renal cancer; AID 1794771; hit rate 4.9% among 81,000
NCI-H23 – NCI-H23 lung cancer. AID 1794731. hit rate 4% among 80,000
RXF 393 – RXF 393 renal cancer cells; hit rate 6.9% among 77,000; AID 1794773
Starred values were filed as active, the others as inactive; . = no result given. How the source made its calls: active means growth percent below 10; inactive means the rest. The order is random. Share with any hit: about 12%.

SMILES	NCI-H226	CAKI-1	NCI-H460	NCI/ADR-RES	NCI-H522	A498	ACHN	NCI-H23	RXF 393
O=[N+]([O-])c1cccc(OCCCOc2ccccc2)c1	96	104	107	98	.	109	105	100	103
c1nc(N2CCCCC2)c2[nH]ccc2n1	109	99	103	.	93	79	109	104	107
Cc1cc(C)c2cc(C(=O)N3CCN(CCCC4CCCCC4)CC3)[nH]c2c1	96	86	106	99	94	.	101	102	109
Cn1ncc2c(=O)nc3c(C#N)n[nH]n3c21	89	81	96	101	63	91	98	100	75
COC(=O)CC(CC(=O)C(=O)OC)C(=O)OC (stereo not given)	111	98	110	96	92	106	115	95	114
CC(C)(C)n1cc(-c2ccnc(NCCNS(=O)(=O)c3ccc(Br)cc3)c2)c(-c2ccccc2)n1	87	94	84	90	81	48	100	80	91
O=C(O)c1cc(Br)ccc1O	105	105	104	108	110	62	108	97	101
Cc1ccc(C(=O)Nc2cc(-c3ccncc3)cc(C(F)(F)F)c2)cc1C#Cc1cnc2cccnn12	28	41	52	50	33	49	47	36	29
C[C@]1(CO)C[C@@H](O)C[C@]2(C)[C@@H]1CC[C@@]13C[C@@H]4[C@@H](C[C@H]12)[C@]4(C)C3	.	89	104	105	101	.	98	108	119
COc1c(F)ccc(C(=O)Nc2ccc3nc(NC(=O)C4CCCNC4)sc3c2)c1F (stereo not given)	64	74	83	93	67	92	88	78	52
Cc1ccc(NC(=O)n2ncc3cc(Nc4ncnc5ccccc45)ccc32)cc1Cl	105	91	103	92	80	84	106	94	93
COc1ccc(-c2cnc3ccccc3n2)cc1	83	84	101	102	80	95	98	93	108
COc1ccc(C2CC(c3ccc(N)cc3)=NN2C(=O)c2cc(-c3ccc(Cl)cc3)nc3ccccc23)cc1 (stereo not given)	93	.	90	57	46	74	90	76	73
CC1CC(C)(C)OC(c2ccc(C(C)C)cc2)O1 (stereo not given)	122	105	112	117	103	128	110	101	128
O=C1c2ccccc2-c2c(Br)c3ccccc3c(=O)n21	96	90	106	102	101	61	99	102	111
O=C(NOCc1cscn1)Nc1ccccc1	96	102	109	101	98	.	100	93	97
COc1ccc(/C=N/Nc2nc3ccccc3c(=O)n2-c2ccccc2)cc1OC	.	96	102	106	89	90	101	97	99
CCC1SC(N)=NC1=O (stereo not given)	115	115	106	115	101	.	113	111	115
COc1cc(-c2cc(-c3ccccc3)nc(N)c2C#N)cc(OC)c1OC	101	105	103	104	100	82	91	102	110
Nc1nc2c(N=Nc3ccc(Br)cc3)c(N)nn2c(-c2ccc(Cl)cc2)c1-c1nc2ccccc2s1	96	90	101	98	91	80	98	97	92
O=C(O)/C=C\C(=O)Nc1cccc(O)c1	107	.	116	103	89	105	108	100	124
O=S(=O)(Nc1ccc(C2=NCCN2)cc1)c1cccc(S(=O)(=O)Nc2ccc(C3=NCCN3)cc2)c1	101	.	114	97	85	98	110	97	109
Cc1ccc(S(=O)(=O)N2CCc3ccc(O)c4c3C2Cc2ccc3c(c2-4)OCO3)cc1 (stereo not given)	.	32	8.5*	9.5*	-20*	36	45	26	0.2*
C=CCn1c(SCC(=O)Nc2ccc(C(=O)/C=C/c3ccccc3)cc2)nnc1-c1ccc(Cl)cc1	85	85	75	64	52	96	78	73	85
COc1ccc(-c2cn3ccnc3c(NCCn3cc(COc4ccc5c(C)cc(=O)oc5c4)nn3)n2)cc1	84	102	99	100	83	77	91	93	98
The list goes on:
SMILES	NCI-H226	CAKI-1	NCI-H460	NCI/ADR-RES	NCI-H522	A498	ACHN	NCI-H23	RXF 393
O=C(Nc1ccccc1)OCC1OCOC(COC(=O)Nc2ccccc2)C1OC(=O)Nc1ccccc1 (stereo not given)	84	92	6.2*	70	38	69	48	67	37
CCOC(=N)Cc1ccccc1	97	93	104	101	100	99	115	101	104
COC(=O)c1nc(=S)[nH]c(C(=O)OC)c1C(=O)c1cccc(O)c1	102	98	114	106	101	102	109	105	109
CC1CC(O)CC(C)(C)C1 (stereo not given)	106	99	106	110	.	99	107	98	115
c1cnc2[nH]cc(-c3csc(-c4cn(CCCN5CCOCC5)c5ccccc45)n3)c2c1	61	47	45	60	57	54	33	68	25
CC1(C)CC[C@]2(C(=O)O)CC[C@]3(C)C(=CCC4[C@@]5(C)C[C@@H](O)[C@H](O)[C@@](C)(CO)C5CC[C@]43C)C2C1 (stereo not given in full)	99	81	104	96	89	.	94	91	113
O=S(=O)(NCCNc1nccc(-n2ccc3cccnc32)n1)c1ccc(F)cc1	98	94	102	95	95	95	98	99	100
CCN1C(=O)N(CC)C2C1NC(=S)N2/N=C/C=C/c1ccccc1 (stereo not given)	-10*	27	5.2*	0.6*	-2.9*	-6.3*	23	21	19
CC(=O)CC(=O)N(C)C	94	88	104	100	89	102	103	102	110
O=C(Nc1ccc(N=Cc2ccccn2)cc1)NC1C=c2ccccc2=CC1 (stereo not given)	96	.	105	108	91	102	110	102	106
O=C(N[C@@H]1CCCc2ccccc21)[C@H](CCC(=O)N1CCN(C2CCCCC2)CC1)N1C(=O)[C@@H](N2C(=O)OC[C@@H]2c2ccccc2)[C@H]1/C=C/c1ccccc1	64	38	29	33	52	32	36	58	23
COC(=O)CCC(=O)Nc1cc(Cl)ccc1Cl	95	96	101	106	87	100	111	101	99
COc1ccc(-c2nc3sccn3c2-c2ccnc(NCCNS(=O)(=O)c3ccc(OC)cc3)n2)cc1	77	72	87	68	78	87	73	77	62
OC1CCCSC1 (stereo not given)	106	105	114	108	91	97	105	100	110
COCn1ccnc1C(=O)c1ccco1	98	97	103	.	94	103	100	96	99
C/C=C\C1=NCCN1CCO	119	118	104	119	80	112	98	106	125
COc1ccc(-c2coc3c(CO)c(O)ccc3c2=O)cc1	62	.	33	86	67	69	21	79	-27*
COC(=O)CCC1=C(CC(=O)OC)C(C)=N/C1=C\c1[nH]c(-c2ccc[nH]2)cc1OC	54	25	19	18	-7.0*	72	15	49	53
Cc1cc(N2CCCC2)nc(NCc2cc(Nc3ccnc4cc(Cl)ccc34)ccc2F)n1	25	28	-71*	-34*	-50*	-25*	-72*	-28*	-65*
COc1cccc2occ(/C=N/NC(=S)SC)c(=O)c12	91	88	105	104	96	103	94	104	116
O=S(=O)(Oc1ccc(-c2cn3ccoc3n2)cc1)c1ccccc1	97	90	105	103	98	86	103	110	114
O=C(O)CSc1ccc(Cl)cc1	90	94	106	97	68	106	99	95	.
COc1ccccc1/C(C)=N/n1c(N)nc(SC)c(C#N)c1=O	99	92	107	102	104	.	106	.	121
COc1cc(NC(=O)c2ccc(C)cc2)ccc1C(=O)NC(=S)Nc1ccc(C(=O)O)cc1	79	76	103	95	96	124	89	80	107
CC(=O)OCC1OC(n2cc(C)c(=O)[nH]c2=O)CC1OC(C)=O (stereo not given)	97	81	103	98	95	99	99	93	97
The listing continues:
SMILES	NCI-H226	CAKI-1	NCI-H460	NCI/ADR-RES	NCI-H522	A498	ACHN	NCI-H23	RXF 393
Nc1ccc([N+](=O)[O-])cc1Br	72	101	100	104	103	84	115	96	106
C=C(C)[C@@H]1CC[C@]2(C(=O)N3CCN(C)CC3)CC[C@]3(C)[C@H](CC[C@@H]4[C@@]5(C)CCC(=O)C(C)(C)[C@@H]5CC[C@]43C)[C@@H]12	89	94	21	75	85	.	77	90	80
O=c1[nH]c(=S)c2ncn(-c3ccccc3)c2[nH]1	105	108	108	102	94	104	102	95	106
COCCCNc1nc(NC(=O)c2cc(Br)cc(C(F)(F)F)c2)cc(-c2cccnc2)n1	92	81	86	99	84	76	87	103	103
Oc1ccc(-c2nnc(CNc3ccc(F)c(Cl)c3)o2)cc1	.	94	119	107	70	97	100	93	125
COc1cc(C2CC(c3ccccc3)=NN2)ccc1Oc1nc2c(c(=O)n(C)c(=O)n2C)n1C (stereo not given)	86	82	91	97	81	85	100	92	106
O=C(c1cccs1)N1CCN(c2ccccc2)CC1	97	96	107	105	106	.	111	100	111
CC(C)CC1(C2CCCC2)NC(=O)NC1=O (stereo not given)	108	110	109	111	83	111	103	107	126
COc1ccc(-n2cc(-c3ccc(OC)c(OC)c3)n(C(C)=O)c2=O)cc1	95	.	105	101	85	112	137	100	87
O=C(O)c1ccc2cccnc2c1O	7.0*	4.2*	6.9*	-1.5*	.	14	7.7*	8.7*	28
O=[N+]([O-])c1ccco1	109	102	106	107	103	97	108	105	126
CC1(C)CCc2cc(-c3ccn(S(=O)(=O)c4ccc(C(F)(F)F)cc4)n3)ccc2O1	76	77	92	92	.	74	101	83	84
COc1ccc(CC(O)CNCC(C)C)cc1 (stereo not given)	99	.	106	102	73	101	107	99	112
CCOC(=O)CC(C(=O)OCC)n1c(O)c(/C=N/NC(=O)c2ccncc2)sc1=S (stereo not given)	94	92	103	99	104	106	104	96	105
NC1=C(Cl)C(=O)c2ccc(S(N)(=O)=O)cc2C1=O	-51*	-64*	-66*	-31*	-84*	-100*	-96*	-50*	-99*
Cn1ccc2cc(Nc3ccccc3)ccc21	97	105	102	103	85	86	104	96	104
Cc1cccc(C(C#N)c2ccc(N)cc2)c1 (stereo not given)	98	91	106	106	97	69	96	106	103
CCN(CC)CCNC(=O)c1nc2cc(OC)c(OC)cc2c(=O)n1N	102	.	103	96	100	101	101	95	96
CCN(CC)CCCNc1cc(OC)cc2nc3ccccc3nc12	51	.	42	67	47	70	37	59	74
O=C(CN1C(=O)NC(c2ccccc2)(c2ccccc2)C1=O)c1ccc(N2CCC(c3ccccc3)CC2)cc1	94	85	115	91	70	.	99	95	93
N#CC1=C(N)Oc2c(c(=O)[nH]c3ccc(Br)cc23)C12c1cc(Br)ccc1-c1ccc(Br)cc12	71	62	70	89	78	93	84	84	72
COc1cc(Cl)cc(-c2nn(C(=O)NS(=O)(=O)c3ccccc3)cc2-c2ccncc2)c1	69	81	107	98	82	83	80	90	79
C(=Nc1ccc(N2CCN(c3ccccc3)CC2)cc1)c1cccs1	97	91	114	89	80	106	78	92	99
O=C(Cn1cc[n+](CC(=O)c2ccc(F)cc2)c1)Nc1cccc2cccnc12	95	89	100	100	81	.	106	99	104
O=C1CSC(c2ccccc2)N1c1ccccc1 (stereo not given)	96	102	103	100	104	62	101	100	96

Exported in markdown: part of the list above
| molecule | NCI-H226 | CAKI-1 | NCI-H460 | NCI/ADR-RES | NCI-H522 | A498 | ACHN | NCI-H23 | RXF 393 |
| --- | --- | --- | --- | --- | --- | --- | --- | --- | --- |
| NC1=C(Cl)C(=O)c2ccc(S(N)(=O)=O)cc2C1=O | -51* | -64* | -66* | -31* | -84* | -100* | -96* | -50* | -99* |
| Cn1ccc2cc(Nc3ccccc3)ccc21 | 97 | 105 | 102 | 103 | 85 | 86 | 104 | 96 | 104 |

(continued)
SMILES	NCI-H226	CAKI-1	NCI-H460	NCI/ADR-RES	NCI-H522	A498	ACHN	NCI-H23	RXF 393
O=C(O)c1c[nH]c2c([N+](=O)[O-])cccc2c1=O	.	.	118	114	88	109	104	112	.
CC1SC(=S)N(c2cccc(NC(=O)C(Cl)Cl)c2)C1=O (stereo not given)	94	88	87	96	81	99	91	96	85
OC[C@H]1O[C@@H](O)[C@H](O)[C@@H](O)[C@@H]1O	100	94	109	101	.	128	115	96	112
CCCCNc1nc(SC)nc(-c2cccc([N+](=O)[O-])c2)c1C#N	99	85	99	104	90	61	100	96	109
Cc1ccc(CSC2=C(Cl)CN(c3ccc(Cl)cc3)C2=O)cc1	98	95	103	103	-4.4*	113	107	105	111
N=C(N)c1ccc(-c2ccc(-c3ccc(C(=N)N)cc3)o2)cc1	94	91	92	101	.	80	93	93	118
COc1ccc(C2CC(=O)Nc3c2cnn3Cc2ccco2)cc1 (stereo not given)	101	99	100	108	103	83	96	107	88
O=C1CSC(c2ccc(O)cc2)N1n1cnnc1 (stereo not given)	100	88	105	102	92	96	107	105	107
COc1ccc(CN2CCOC2=O)cc1OC	99	.	105	98	100	99	100	98	89
N#Cc1nc(-c2ccccc2)oc1N1CC[C@@H](CO)C1	94	91	100	102	95	.	96	.	118
C/C(=N/N=C(N)N)c1ccc(Cl)cc1	96	.	102	87	89	188	96	95	91
CN(C(=O)C12CC3CC(CC(C3)C1)C2)c1ccc(OS(N)(=O)=O)cc1	100	92	109	101	89	.	98	98	108
O=C(Nc1ccc(Nc2ccncc2)cc1)c1ccc(N2C(=O)c3ccccc3C2=O)cc1[N+](=O)[O-]	104	101	108	105	94	93	98	102	.

10 compounds from above, ordered by SMILES length, largest number first.
SMILES	NCI-H226	CAKI-1	NCI-H460	NCI/ADR-RES	NCI-H522	A498	ACHN	NCI-H23	RXF 393
O=C(Nc1ccc(Nc2ccncc2)cc1)c1ccc(N2C(=O)c3ccccc3C2=O)cc1[N+](=O)[O-]	104	101	108	105	94	93	98	102	.
CN(C(=O)C12CC3CC(CC(C3)C1)C2)c1ccc(OS(N)(=O)=O)cc1	100	92	109	101	89	.	98	98	108
CCCCNc1nc(SC)nc(-c2cccc([N+](=O)[O-])c2)c1C#N	99	85	99	104	90	61	100	96	109
OC[C@H]1O[C@@H](O)[C@H](O)[C@@H](O)[C@@H]1O	100	94	109	101	.	128	115	96	112
Cc1ccc(CSC2=C(Cl)CN(c3ccc(Cl)cc3)C2=O)cc1	98	95	103	103	-4.4*	113	107	105	111
O=C(O)c1c[nH]c2c([N+](=O)[O-])cccc2c1=O	.	.	118	114	88	109	104	112	.
N#Cc1nc(-c2ccccc2)oc1N1CC[C@@H](CO)C1	94	91	100	102	95	.	96	.	118
O=C1CSC(c2ccc(O)cc2)N1n1cnnc1 (stereo not given)	100	88	105	102	92	96	107	105	107
C/C(=N/N=C(N)N)c1ccc(Cl)cc1	96	.	102	87	89	188	96	95	91
COc1ccc(CN2CCOC2=O)cc1OC	99	.	105	98	100	99	100	98	89
